Tat export inh – E. coli Tat transport inhibition; E. coli MC4100 TorA-mCherry Tat export, fluorescence; inhibition, % at 10 µM; 0.036% of 340,000 active; AID 488895;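 active = mean replicate inhibition at least 50% and at least half of replicates individually reaching 50%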;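 note: exported cargo escapes ClpAP degradation while cytoplasmic cargo is degraded and loses fluorescence; 0% = median of neutral control wells and 100% = median of NaSCN control wells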
PKA-R2B act – activates the human PKA-R2B holoenzyme complex; PKA-R2B holoenzyme dissociation, Cy5-IP20 fluorescence polarization; R2B truncated from residue 108, S112A mutant; 0% DMSO only, 100% 113 µM cGMP; activation, % at 11.4 µM; 0.079% of 340,000 active;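 active = activation above a cutoff set at the mean over all compounds plus 3 SD, cut at about 18% in these data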;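 note: higher means more holoenzyme dissociation and a rise in polarization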
Mot1-301 SUMO – blocks SUMOylation pathway, rescuing yeast Mot1-301 growth. AID 2716. growth rescue, % at 18.8 µM. 1% of 320,000 active. S. cerevisiae Mot1-301 growth rescue, ATP luminescence, 38.5C; percent above DMSO median, 100 means doubled;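 active = every valid replicate shows activation above 250% relative to neutral control wells; inactive = the rest, any valid replicate at or below 250%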;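 note: OY570 slx delta 5 strain wells were the positive control but not used for scaling; some compounds called inactive have numbers as strong as hits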
DAGLB inh – diacylglycerol lipase beta (human) inhibition; HEK293T DAGLB membrane lysate, EnzChek fluorogenic substrate; inhibition, % at 5.17 µM; 0.059% of 340,000 active; in the data active = inhibition above about 34%;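 note: 0% = enzyme with vehicle and 100% = wells lacking enzyme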
CDK5 inh – inhibitors of human CDK5/p35 kinase; inhibition, % at 10 µM; 0.01% of 330,000 active; Q00535+Q15078; AID 488839; Recombinant CDK5/p35, ADP-Glo luminescence, 60 min;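 active = highest replicate inhibition of at least 50% and at least 75% of replicates reaching 50%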;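 note: plate controls were DMSO neutral control for no effect and GW8510 at 10 µM for full effect; many of its hits are not listed in these tables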
Target sequence (Q00535 whole entry, looked up): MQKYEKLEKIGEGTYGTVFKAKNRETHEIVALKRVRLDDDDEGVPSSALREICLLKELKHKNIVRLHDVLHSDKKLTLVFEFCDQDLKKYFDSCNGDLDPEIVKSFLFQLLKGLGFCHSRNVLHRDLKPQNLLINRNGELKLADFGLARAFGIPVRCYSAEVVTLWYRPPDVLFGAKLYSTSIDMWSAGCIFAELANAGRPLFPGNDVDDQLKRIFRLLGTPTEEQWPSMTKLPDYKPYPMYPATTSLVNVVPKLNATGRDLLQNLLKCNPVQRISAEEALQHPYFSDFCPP
Target sequence (Q15078 whole entry, looked up): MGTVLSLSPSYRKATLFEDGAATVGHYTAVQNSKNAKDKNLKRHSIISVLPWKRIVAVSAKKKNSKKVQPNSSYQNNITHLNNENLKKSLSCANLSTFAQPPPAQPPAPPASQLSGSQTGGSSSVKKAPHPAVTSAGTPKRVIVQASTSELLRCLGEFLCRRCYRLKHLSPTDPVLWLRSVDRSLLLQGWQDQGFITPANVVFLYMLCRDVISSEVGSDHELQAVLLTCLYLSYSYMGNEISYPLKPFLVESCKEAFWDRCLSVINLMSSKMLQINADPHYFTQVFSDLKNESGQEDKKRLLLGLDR
HTR5A ag – counter-screen for OPRM1-OPRD1 agonists: human HTR5A agonism | 0.61% of 340,000 active | P47898 | HTR5A agonist assay, luminescence, cell-based | activation, % at 9.3 µM; in the data active = activation mostly above about 9.5%, no sharp cut-off; inactive = mostly below about 7.6%;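 note: 0% = cells with vehicle only and 100% = reference agonist; strong numbers were not always called active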
Target sequence (P47898 whole entry, looked up): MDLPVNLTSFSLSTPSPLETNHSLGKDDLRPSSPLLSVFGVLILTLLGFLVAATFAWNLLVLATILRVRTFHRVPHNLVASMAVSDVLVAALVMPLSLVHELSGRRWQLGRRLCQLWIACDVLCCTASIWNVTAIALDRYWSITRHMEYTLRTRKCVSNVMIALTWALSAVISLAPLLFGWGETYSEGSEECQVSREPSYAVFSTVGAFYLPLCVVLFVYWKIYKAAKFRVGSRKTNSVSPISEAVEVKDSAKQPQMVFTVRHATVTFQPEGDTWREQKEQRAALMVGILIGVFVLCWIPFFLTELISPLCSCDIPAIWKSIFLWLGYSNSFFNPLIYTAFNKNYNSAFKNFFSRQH
AddAB inh – less growth of phage-infected E. coli with AddAB; inhibition, % at 11.9 µM; 0.29% of 330,000 active; E. coli expressing H. pylori AddAB, absorbance growth; AID 435030; in the data active = inhibition above about 12%;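 note: 0% = vehicle wells of infected cells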
HTR5A inv ag – counter-screen for OPRM1-OPRD1 inverse agonists: human HTR5A inverse agonism | P47898 | HTR5A cell line, luminescence | inhibition, % at 9.3 µM | 0.083% of 340,000 active; in the data active = inhibition mostly above about 23%, no sharp cut-off; inactive = mostly below about 18%;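 note: 0% = cells with DMSO and 100% = no-cell wells with DMSO; some compounds called inactive have numbers as strong as hits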
phage Ecoli inh – E. coli growth loss with phage present | inhibition, % at 11.9 µM | growth absorbance | AID 651602 | 0.26% of 360,000 active; in the data active = inhibition above about 11%
E coli growth – counter-screen for AddAB inhibitors: E. coli growth inhibition; 0.27% of 330,000 active; inhibition, % at 11.9 µM; E. coli V3065 growth, OD600 absorbance, 18 h;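 active = inhibition above the campaign's mean inhibition across all tested compounds plus 3 SD, cut at about 9.9% in these data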;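 note: uninfected addAB+ strain grown without phage in ampicillin broth; 0% = DMSO wells and 100% = ciprofloxacin 0.95 µg/ml wells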
PKA-R1A act – PKA-R1A complex activation. P00514+P68181. PKA-R1A dissociation, Cy5-IP20 fluorescence polarization; scaled: DMSO 0%, 113 µM cGMP 100%. activation, % at 11.4 µM. 0.083% of 340,000 active. AID 504707;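 active = percent activation above the mean of all tested compounds plus 3 SD, cut at about 19% in these data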;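 note: higher means more PKAc released from R1A so a rise in polarization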
* = called active by the depositor; x = not tested or not shown.

No. | Molecule | Mot1-301 SUMO | PKA-R2B act | Tat export inh | E coli growth | HTR5A inv ag | phage Ecoli inh | PKA-R1A act | DAGLB inh | HTR5A ag | AddAB inh | CDK5 inh
1 | CC(=O)N1c2ccc(S(=O)(=O)N3CCCC(C(=O)Nc4ccc(F)cc4)C3)cc2CC1C (stereo not given) | -18 | 0 | 8 | -0.6 | 10 | 0.3 | -4 | 1 | -4 | -0.2 | -0.5
2 | Cn1c(=O)c2c(SCC(=O)N3CCCCC3)nc(-c3ccccc3F)nc2n(C)c1=O | -2 | 0 | 3 | 1.8 | -18 | 0.8 | -5 | -3 | -2 | 2.6 | -1.2
3 | COc1ccc(N2CC(C)Cn3c2nc2c3c(=O)n(CCN3CCOCC3)c(=O)n2C)cc1 (stereo not given) | 58 | -2 | 10 | -0.4 | -19 | 3.7 | 15 | -1 | 5 | -1.1 | -0.8
4 | O=S(=O)(NCc1csc(-c2cccnc2)n1)c1ccc2c(c1)OCCO2 | -8 | 6 | -1 | 3.0 | -10 | 3.3 | -5 | -1 | 3 | -1.4 | -0.2
5 | O=C(CCc1c[nH]c2ccccc12)NCCc1ccc2c(c1)OCCO2 | 4 | -8 | -2 | -1.8 | -23 | 1.4 | -12 | 1 | 8 | 0.6 | -0.3
6 | O=C(CNC(=O)c1ccc(Cl)cc1Cl)NCC1CCCO1 (stereo not given) | 42 | -3 | -5 | -0.9 | -19 | 0.4 | 3 | -2 | 7 | 3.0 | -0.2
7 | Cc1ccccc1C(=O)NC(CC(C)C)C(=O)NCC(C)(C)N1CCOCC1 (stereo not given) | 0 | -6 | -2 | -1.0 | 5 | -0.1 | -3 | -3 | -2 | 0.2 | -1.6
8 | COc1ccc(C2CC(=O)C=C(NCc3ccc4c(c3)OCO4)C2)cc1 (stereo not given) | 18 | 1 | -1 | 0.8 | 5 | 1.1 | 1 | -1 | -2 | -0.7 | -1.1
9 | Cc1ccc(S(=O)(=O)NCCC(=O)NC2CCCCCC2)cc1C | 9 | -17 | 5 | 1.1 | -7 | 0.1 | -5 | -3 | 3 | 2.8 | -2.4
10 | FC(F)(F)c1nnc2ccc(NCc3cccnc3)nn12 | -9 | 1 | -10 | 1.8 | 7 | 5.0 | 2 | 0 | -3 | 1.9 | -0.8
11 | COc1ccc(C(C#N)N2CCCCCC2)cc1OC (stereo not given) | -18 | 9 | -11 | -0.2 | 0 | -0.9 | -8 | 1 | 3 | 1.6 | -0.9
12 | Cc1noc(C)c1CSc1nc2ccccc2[nH]1 | 218 | 9 | 14 | 1.9 | -9 | 1.6 | -11 | 0 | 0 | 3.9 | -0.8
13 | O=C(Nc1cc(-c2ccccc2)sc1C(=O)O)c1cccc(F)c1 | 556 | 4 | 7 | x | -10 | -1.8 | -4 | 6 | 3 | x | -1.2
14 | Cc1cnc(C(=O)OCC(=O)NC2CCCCCC2)cn1 | -15 | x | -2 | 2.3 | x | 3.5 | x | x | x | 4.4 | 0.8
15 | O=C(NCCOc1ccccc1)C(=O)c1c[nH]c2ccccc12 | 1 | -5 | 3 | 1.5 | 0 | 2.5 | -3 | -8 | 0 | 1.0 | -3.8
16 | CCC(C)NC(=O)c1c(N)n(/N=C/c2cccnc2)c2nc3ccccc3nc12 (stereo not given) | 5 | 7 | 0 | -0.8 | -31 | 1.4 | -3 | 2 | 2 | 1.6 | 0.0
17 | CCCNC(=O)C(Cc1cccc(C#N)c1)NC(=O)c1cccc([N+](=O)[O-])c1 (stereo not given) | -3 | -3 | -2 | -1.4 | -42 | 2.7 | 2 | 0 | 14 | 2.3 | -0.6
18 | N#C/C(=C\c1cccc(Cl)c1)C(=O)c1ccccc1 | 17 | 4 | 0 | x | -10 | 2.2 | -2 | 21 | 3 | x | -1.0
19 | Cc1ccc(Cn2ccc(NC(=O)c3cc(C)on3)n2)cc1 | 8 | -5 | -1 | -0.7 | -12 | 3.0 | -5 | 0 | 3 | 0.9 | -0.5
20 | CCN(CC)c1ccc(NC(=O)C(C)C)cc1 | -4 | -5 | 6 | -2.1 | -4 | 3.2 | 0 | 0 | -2 | 0.3 | -0.3
21 | CCCCCN(C(=O)CCC(=O)OC(C)C(=O)Nc1cccc(C#N)c1)c1c(N)n(CCCC)c(=O)[nH]c1=O (stereo not given) | 303* | 3 | -2 | 1.1 | 10 | 3.8 | -5 | 7 | -4 | 3.3 | -1.1
22 | O=C(CCCN1C(=O)C2CCCCN2C1=O)N1CCN(c2ccc([N+](=O)[O-])cc2)CC1 (stereo not given) | 3 | 5 | -17 | 1.3 | -5 | 1.6 | -5 | 0 | 2 | 2.8 | -1.4
23 | COc1ccc(C(CC(=O)N2CCCCC2)c2c(O)cc(OC)cc2OC)cc1 (stereo not given) | -19 | 0 | 5 | -0.5 | 17 | 4.3 | -7 | -4 | 0 | 6.0 | -0.3
24 | Cc1ccc(CSCc2ccc(C(=O)NCCCN3CCOCC3)o2)cc1 | 5 | 2 | 4 | 1.1 | -3 | 1.8 | 3 | 0 | 1 | -1.4 | -4.2
25 | CC(c1ccccn1)N(C)C(=O)c1ccc2nc(Cc3cccc(Cl)c3)oc2c1 (stereo not given) | 4 | -12 | 13 | 2.8 | 3 | 2.0 | -3 | -1 | 6 | 4.5 | -0.9
26 | COc1cc(C2CC(=O)N3CN(Cc4ccco4)CSC3=C2C#N)ccc1OCc1ccccc1 (stereo not given) | -5 | 3 | -10 | -1.8 | -34 | 1.1 | 7 | 4 | 5 | 1.2 | 0.5
27 | CS(=O)(=O)N(CC(=O)N1CCCC1)c1ccc(Cl)cc1Cl | -4 | -3 | -5 | -1.6 | 1 | -0.9 | 1 | 0 | 0 | -2.4 | -0.5
28 | COc1ccc(CCC(=O)NCC(=O)OCc2ccccc2)cc1 | 6 | 5 | -5 | 0.3 | -7 | -1.2 | 4 | 1 | 2 | 0.7 | 0.3
29 | CC1CCCCC1NC(=O)CSc1nnnn1-c1ccccc1 (stereo not given) | 235 | -5 | 0 | -1.1 | -4 | 2.9 | 5 | -3 | 1 | 2.6 | 0.3
30 | CC(=O)NS(=O)(=O)c1ccc(NC(=O)/C=C/c2cn(-c3ccccc3)nc2-c2ccccc2)cc1 | -30 | 4 | -3 | -1.0 | 2 | 0.2 | -19 | 6 | 0 | -1.0 | 0.1
31 | O=C(Cn1c(=O)[nH]c2ccsc2c1=O)NC1CCCCCC1 | 2 | -9 | 1 | 2.1 | 12 | 2.5 | -9 | 0 | -5 | 2.3 | -1.1
32 | CC(C)n1c(C(O)c2ccccc2)nc2ccccc21 (stereo not given) | -17 | 0 | 4 | 4.7 | -9 | 0.8 | 3 | 1 | 4 | 2.5 | 0.7
33 | CCOC(=O)C1CCN(Cc2ccc(Cl)c(Cl)c2)CC1 | 19 | 1 | 4 | -1.8 | -1 | 2.6 | 2 | -11 | -2 | 3.1 | -2.1
34 | CCNC(=S)NNC(=O)c1ccccn1 | -12 | 12 | -19 | -0.2 | 4 | -0.7 | 8 | -1 | 6 | 4.2 | -0.7
35 | CC(C)NC(=O)N(C)C[C@H]1Oc2ccc(NS(=O)(=O)c3ccc(Cl)cc3)cc2CC(=O)N([C@@H](C)CO)C[C@@H]1C | -20 | 4 | -1 | 0.8 | -5 | 0.5 | 3 | -1 | -2 | 4.8 | 0.9
36 | CCOC(=O)c1c(C)[nH]c(C)c1C(=O)COC(=O)/C=C/c1ccco1 | 0 | -7 | 3 | 0.7 | 13 | 1.8 | -2 | 4 | -5 | 0.9 | -1.3
37 | COc1ccc(-c2oc(=O)c3cc(OC)c(OC)cc3c2/C=C/c2cccc([N+](=O)[O-])c2)cc1 | 14 | -8 | 2 | -0.4 | -3 | -2.5 | 0 | 1 | 9 | -0.8 | 0.9
38 | COc1ccc(CC(=O)OCC(=O)c2c(N)n(C)c(=O)n(C)c2=O)cc1OC | 208 | -7 | 7 | 1.1 | 4 | 3.5 | -3 | -2 | 0 | 1.9 | 0.4
39 | C=CCN(c1ccccc1C(=O)O)S(=O)(=O)c1ccc(NC(=O)OC)cc1 | -6 | 6 | -1 | 0.4 | -5 | -0.5 | 7 | -2 | 5 | 4.5 | -4.7
40 | CCOc1ccc(/C(O)=C2/C(=O)C(=O)N(CCOCCO)C2c2ccccn2)cc1 (stereo not given) | 230 | -3 | 2 | 0.8 | -2 | 0.3 | -6 | 1 | -2 | 2.5 | 0.0
41 | CCCOCn1cc(F)c(=O)[nH]c1=O | -10 | -5 | -13 | -3.6 | 15 | 2.0 | 0 | 2 | -6 | -2.6 | -0.9
42 | O=c1[nH]c(C(F)(F)F)nc2ccccc12 | 4 | 1 | -12 | 2.4 | 5 | 1.1 | -15 | -1 | -2 | 2.0 | -0.2
43 | CCOC(=O)c1c(-c2ccc(C)cc2)cn2ccccc12 | -2 | -5 | -9 | -1.1 | 4 | -3.3 | -10 | -8 | 0 | 5.3 | 0.3
44 | O=C(N/N=C/c1ccc(Br)s1)c1c[nH]c2ccccc12 | 0 | -6 | -3 | 1.6 | 9 | 3.7 | -11 | -9 | 4 | 2.1 | 2.4
45 | O=C(CSc1nnc(Cc2ccccc2)o1)N1CCOCC1 | 7 | -4 | 2 | 1.3 | 6 | 1.9 | -5 | 0 | 4 | 1.9 | 0.2
46 | O=C(NCc1ccc2c(c1)OCO2)C1CC(c2ccccc2O)=NO1 (stereo not given) | 5 | -3 | -2 | 2.4 | -1 | 1.8 | -8 | -2 | -2 | -0.1 | -0.2
47 | COc1ccc(-c2ccc(-c3noc(-c4cccs4)n3)c(OC)n2)cc1 | -15 | -3 | -14 | 1.3 | 12 | 1.6 | 1 | -5 | -4 | -0.6 | 0.3
48 | CC1=C(C(=O)OC(C)C)C(c2cn(-c3ccccc3)nc2-c2cccs2)NC(=O)N1 (stereo not given) | 28 | 5 | 3 | -0.3 | 9 | 1.0 | -6 | 0 | -1 | 0.2 | -2.7
49 | COC1CCCN(Cc2c(C(=O)N3CCN(C4CCCCC4)CC3)nc3ccccn23)C1 (stereo not given) | -4 | 3 | -5 | 0.2 | 3 | 0.4 | -7 | 0 | -1 | -1.2 | -1.4
50 | C/C(=N/Nc1nc(C)cc(C)n1)c1ccc(Br)cc1 | -13 | -10 | 23 | -2.1 | -7 | -1.5 | -1 | -1 | 3 | 1.5 | 0.0
51 | COc1ccc2oc(=Nc3ccccc3)c(-c3nc4ccccc4[nH]3)cc2c1 | 0 | -8 | -12 | 1.6 | 21 | 0.6 | -7 | 3 | 4 | 2.5 | -0.1
52 | O=C(NCc1ccncc1)c1cc(C(=O)C2CC2)c[nH]1 | 2 | -1 | 11 | -1.2 | -14 | 1.1 | -4 | 0 | -5 | 1.0 | -3.9
53 | O=S(=O)(c1ccc(NC(=S)NC2CCCC2)cc1)N1CCCC1 | -6 | 2 | -2 | -0.7 | -5 | 4.3 | 6 | 1 | 2 | 2.4 | 1.6
54 | COc1cccc(NC(=O)CN(C)C(=O)CC2CC3CCC2C3)c1 (stereo not given) | 0 | 1 | -4 | 2.0 | 11 | 3.3 | 1 | -3 | 5 | -0.7 | -1.1

Source: PubChem BioAssay (several laboratories)
